Anesthetic bind – qHTS Assay for Identification of Novel General Anesthetics; AID 485281, 2010; apoferritin/1-aminoanthracene competitive binding, fluorescence; hit rate 0.074% among 350,000; Potency, µM (top dose mostly 77.5 µM), for inactives: at the top dose activity change, negative = displacement, actives largely listed as inhibitors; further: potency means the concentration at half of the fitted maximal effect; on the % scale 0 is the no-effect control and ±100 the full control effect; nearly all actives have a fitted effect of over 20% in size
Target sequence (P02791 2-175 limits assumed): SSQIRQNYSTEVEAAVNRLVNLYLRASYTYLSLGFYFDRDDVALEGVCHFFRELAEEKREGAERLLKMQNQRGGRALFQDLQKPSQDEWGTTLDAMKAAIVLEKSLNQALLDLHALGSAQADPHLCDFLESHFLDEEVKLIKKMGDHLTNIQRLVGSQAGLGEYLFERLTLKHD
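In PBS, apoferritin at 10 uM is loaded with 1-AMA from a 50% saturated solution. After 10 min of compound exposure at ambient temperature, reduced 535 nm fluorescence indicates probe displacement.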
POLB inh – qHTS Assay for Inhibitors of DNA Polymerase Beta. P06746. Pol beta primer extension/strand displacement, fluorescence kinetic. Potency, µM (series often up to 114 µM), for the others: top-dose activity change, negative = inhibition, most hits filed as inhibitors. hit rate 1.3% among 340,000; further: potency means the concentration at half of the fitted maximal effect; on the % scale 0 is the no-effect control and ±100 the full control effect
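Kinetic readout of DNA synthesis with strand displacement by Pol beta. Compound and 10 nM enzyme sit 15 min at room temperature; 50 nM substrate starts the reaction, read immediately and at 10 min.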
LDHA block – qHTS assay for inhibitors of human lactate dehydrogenase; L-lactate dehydrogenase A chain (Homo sapiens), P00338; purified LDHA, NADH/diaphorase-resazurin fluorescence; active compounds read low; activity change, % (values are at about 110 or 230 µM); hit rate 0.15% among 480,000; in the data active means activity change below about -30%; inconclusive means mostly about -25% to -30%;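 further: plate controls were DMSO wells for no effect and wells without enzyme for full effect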
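Resorufin fluorescence (ex540/em590), read at 0 and 20 min after diaphorase/resazurin addition, reports the NADH left after a 5 min room-temperature reaction of 2 nM human LDH5 with 0.06 mM NADH and 0.2 mM pyruvate.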
APE1 inh – qHTS Assay for Inhibitors of the Human Apurinic/apyrimidinic Endonuclease 1 (APE1) | recombinant APE1, TAMRA/BHQ-2 abasic DNA cleavage fluorescence | Potency, µM (doses to about 65.8 µM), without a hit: at the highest dose activity change, negative = inhibition, hits mostly inhibitors | hit rate 0.35% among 350,000;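 further: potency means the concentration at half of the fitted maximal effect; plate controls were vehicle for no effect and reference inhibitor for full effect; nearly all actives have a fitted effect of over 55% in size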
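Kinetic fluorescence read (525 ex/598 em nm, three reads 60 s apart) of AP-site incision; signal = third minus first read. Enzyme 0.75 nM, dual-labelled THF duplex 50 nM, compound preincubation 15 min RT.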
POLK inh – qHTS for Inhibitors of Polymerase Kappa; DNA polymerase kappa (Homo sapiens), Q9UBT6; purified Pol kappa, fluorescent DNA synthesis assay, 10 min; Potency, µM (titrated, usually from 107 µM), inactives show top-dose activity, negative = inhibition, usual class: inhibitors; hit rate 0.53% among 400,000; AID 588579, 2011; further: potency means the concentration at half of the fitted maximal effect; on the % scale 0 is the no-effect control and ±100 the full control effect
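Kinetic fluorescence screen: compound preincubated 15 min RT with 10 nM enzyme; 50 nM substrate (final) initiates; reads at 0/10 min.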
12-LOX inh – Primary qHTS assay for inhibitors of human arachidonate 12S-lipoxygenase (ALOX12): Round 2 | Polyunsaturated fatty acid lipoxygenase ALOX12 (Homo sapiens), P18054 | purified 12hLO, xylenol orange hydroperoxide absorbance | Potency, µM (titrated, usually from 108 µM), without a hit: top-dose activity change, negative = inhibition, most hits filed as inhibitors | hit rate 1.1% among 580,000 | AID 1671190, 2021; further: potency means the concentration at half of the fitted maximal effect; on the % scale 0 is the no-effect control and ±100 the full control effect
Target sequence (P18054 whole entry, looked up): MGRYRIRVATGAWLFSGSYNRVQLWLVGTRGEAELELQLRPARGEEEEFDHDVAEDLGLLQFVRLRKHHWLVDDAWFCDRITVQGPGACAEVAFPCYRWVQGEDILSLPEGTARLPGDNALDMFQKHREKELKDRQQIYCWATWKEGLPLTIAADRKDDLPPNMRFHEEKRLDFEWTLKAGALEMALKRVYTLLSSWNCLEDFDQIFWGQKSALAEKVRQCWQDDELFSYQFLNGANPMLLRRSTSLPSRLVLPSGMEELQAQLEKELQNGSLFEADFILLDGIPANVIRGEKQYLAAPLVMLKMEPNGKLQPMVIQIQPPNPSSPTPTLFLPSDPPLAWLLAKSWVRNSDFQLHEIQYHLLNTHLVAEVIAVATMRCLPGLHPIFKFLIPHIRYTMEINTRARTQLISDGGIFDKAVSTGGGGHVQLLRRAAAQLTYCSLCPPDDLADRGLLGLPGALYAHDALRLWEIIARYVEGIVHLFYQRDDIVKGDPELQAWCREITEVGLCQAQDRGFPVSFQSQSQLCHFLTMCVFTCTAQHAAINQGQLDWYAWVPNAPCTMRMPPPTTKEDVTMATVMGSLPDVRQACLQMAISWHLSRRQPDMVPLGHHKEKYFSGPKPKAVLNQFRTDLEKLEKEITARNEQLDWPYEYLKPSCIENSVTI
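Purified human 12hLO (150 nM final) in 25 mM Hepes, 0.01% Triton X-100, pH 7.0 was preincubated 15 min at room temperature with compound. Then 40 uM arachidonic acid was added, 30 min. Hydroperoxide was read by Fe-XO absorbance ratio 573/405 nm.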
ERG-DNA inh – qHTS for Small Molecule Inhibitors of the ERG Ets/DNA interaction; Potency, µM (series often up to 76.9 µM), for inactives: at the highest dose FP activity, negative = inhibition, most hits filed as inhibitors; hit rate 0.028% among 370,000; AID 624246, 2012; fluorescence polarization, His-ERG Ets domain / labelled DNA; active means well fitted inhibition curve with a large enough effect in the polarisation, with a control signal flat; inconclusive means small, poorly fitted or top-dose-only effect, or effect the other way, or a change in a side signal; inactive means no such curve, though single readings can be large or run the other way; the % refers to the polarisation;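 further: polarization taken with two DNA probes labelled with fluorescein and Texas red; potency means the concentration at half of the fitted maximal effect; % of control where 0% means no effect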
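His-tagged ERG Ets domain (1 uM in the protein solution; 300mM KCl, 50mM Tris-HCl, 1mM EDTA, 1mM DTT, pH 7.5) received compound, then a probe mix of 5 nM fluorescein-DNA and 100nM Texas-615-DNA. Fluorescence polarization was read for both dyes.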
POLH inh – qHTS for Inhibitors of Polymerase Eta | DNA polymerase eta (Homo sapiens), Q9Y253 | recombinant Pol eta, fluorescent DNA replication assay | Potency, µM (top dose mostly 114 µM), without a hit: at the top dose activity change, negative = inhibition, actives largely listed as inhibitors | hit rate 1.2% among 390,000 | AID 588591, 2011; further: potency means the concentration at half of the fitted maximal effect; on the % scale 0 is the no-effect control and ±100 the full control effect
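Pol eta (10 nM) was preincubated with compounds for 15 min at room temperature, after which fluorescent replication substrate (50 nM final) was added to start the reaction. Fluorescence was read kinetically at 0 and 10 min.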
RGS4 inhibitor – Inhibitors of Regulator of G Protein Signaling (RGS) 4: qHTS. hit rate 0.039% among 390,000. Potency, µM (titrated, usually from 114 µM), for the others: at the highest dose activity change, negative = inhibition, actives largely listed as inhibitors. Transcreener GDP fluorescence polarization, RGS4-accelerated GTP hydrolysis. Regulator of G-protein signaling 4 (Homo sapiens), P49798; further: potency means the concentration at half of the fitted maximal effect; on the % scale 0 is the no-effect control and ±100 the full control effect; nearly all actives have a fitted effect of over 75% in size; some results filed as inactive show a strong effect at the top dose
Target sequence (P49798 whole entry, looked up): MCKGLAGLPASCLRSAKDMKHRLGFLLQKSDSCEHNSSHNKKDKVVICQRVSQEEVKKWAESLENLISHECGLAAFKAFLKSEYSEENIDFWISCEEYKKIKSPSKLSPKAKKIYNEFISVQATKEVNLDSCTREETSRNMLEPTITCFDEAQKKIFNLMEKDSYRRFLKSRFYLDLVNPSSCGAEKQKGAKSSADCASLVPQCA
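MLSMR compounds (23 nl, pin-transferred) preincubated 10 min at room temperature with a 500nM (2x) first reagent, then RGS4 at 900nM (2x) plus Transcreener GDP mix added; fluorescence polarization (620/688 nm) read before and after 90 min at 30 °C.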
* marks the source's active call; other numbers are inactive results; i = inactive; ? = inconclusive; · = no result given; & = joins results of further samples; [ ] = dose if it differs, or a comment. Unless noted, the call rests on the fitted dose curve; in most records, active means well fitted curve in the direction sought with a large enough effect; inconclusive means small, poorly fitted or top-dose-only effect, or another doubt; inactive means no such curve, though single readings can be large; an effect the other way counts as inactive or inconclusive. Only part of the results is shown; count on the stated rates, not on these rows.

Letters: A = Anesthetic bind; B = POLB inh; C = LDHA block; D = APE1 inh; E = POLK inh; F = 12-LOX inh; G = ERG-DNA inh; H = POLH inh; I = RGS4 inhibitor
CCCCc1nn2c(=O)cc(COC(=O)c3cccc(NC(=O)c4cccc(Cl)c4)c3)nc2s1
  A: -3%; B: 22%; C: -2; D: ·; E: -7%[60.1 µM]; F: -22%; G: 2%; H: 2%; I: 19%

CC(=O)Nc1cccc(NC(=O)CSc2nc(=O)n(Cc3ccncc3)c3c2CCC3)c1
  A: ·; B: ·; C: -3; D: 40%; E: -2%; F: -18%; G: -2%; H: -20%; I: 3%

CC1=C(C(=O)Nc2ccccc2)C(CC(C)C)n2nc(SCc3ccccc3C)nc2N1 (centres undefined)
  A: -8%; B: 12%; C: -13; D: ·; E: 5%; F: -12%; G: 4%; H: -18%; I: 26%

CCC(=O)Nc1cc(C)c(NC(=O)c2ccccc2OC)cn1
  A: -12%; B: -1%; C: 6; D: 7%; E: 7%; F: 0%; G: 9%; H: -3%; I: -23%

COc1ccccc1CNS(=O)(=O)c1c(C)nc2scc(C)n2c1=O
  A: 1%&-7%; B: -5%&9%; C: -3&-2; D: 11%; E: -17%&-2%; F: 27%&-20%; G: 4%&0%; H: -4%&4%; I: 22%&-1%

Cc1ccccc1C(=O)N1CCC(C(=O)Nc2ccc(S(=O)(=O)N(C)C(C)C)cc2)CC1
  A: ?; B: 0%; C: -1; D: 2%; E: 0%; F: -16%; G: 5%; H: -11%; I: -23%

CCc1noc(C)c1C(=O)N1CCN(S(=O)(=O)c2ccc(C)cc2C)CC1
  A: ·; B: ·; C: -3; D: 13%; E: -17%; F: -15%; G: -6%; H: -4%; I: 20%

COc1ccccc1CC(=O)Nc1ccc(Cl)cc1C(=O)O
  A: -3%; B: 18%; C: -7; D: 5%; E: -5%; F: -5%; G: -3%; H: -14%; I: -42%

O=C(O)c1cccc(Nc2ccc([N+](=O)[O-])cn2)c1
  A: -19%; B: -1%; C: -1; D: 25%; E: -3%; F: ?; G: -10%; H: -12%; I: -1%

Cc1ccc(NC(=O)Nc2ccon2)cc1
  A: -1%; B: ?; C: 0; D: 10%; E: 1%; F: i; G: 1%; H: -14%; I: -7%

CCOc1ccccc1N1CCN(C(=O)c2ccc3nc(N)sc3c2)CC1
  A: ·; B: ·; C: -2; D: -3%; E: -10%; F: 0%; G: 16%; H: -3%; I: 1%

CS(=O)(=O)NN1C(=O)c2ccccc2NC1c1ccccc1F (centres undefined)
  A: 55%[activator]; B: 2%; C: 2; D: 18%; E: 17%; F: -20%; G: 9%; H: -7%; I: -19%

COc1ccc(NC(=O)COC(=O)CCCOc2ccc(Cl)cc2Cl)cc1
  A: -7%; B: -29%; C: 2; D: -4%; E: -1%; F: 7%; G: 9%; H: -27%; I: -35%

CCC1CN(C(=O)Nc2cccc3c2CCCC3)c2ccccc2O1 (centres undefined)
  A: -3%; B: -3%; C: 8; D: ·; E: 3%; F: -5%; G: 1%; H: -21%; I: -2%

NS(=O)(=O)c1ccc(CCNC(=O)c2cc(-c3cccs3)nc3ccccc23)cc1
  A: 0%; B: 52%; C: -9; D: 1%; E: -5%; F: ?; G: -3%; H: -19%; I: -13%

O=C(Nc1ccccc1C(F)(F)F)N1CCCCCC1
  A: ?; B: 2%; C: -1; D: 22%; E: 3%; F: 0%; G: 12%; H: -11%; I: 13%[56.9 µM]

O=c1c2ccccc2nc(-c2ccco2)n1-c1nc2ccccc2s1
  A: -10%; B: 27%; C: 2; D: -6%; E: -16%; F: -7%; G: 2%; H: ?; I: 1%

CCCCNC(=S)N=Nc1c(O)n(Cc2ccccc2)c2ccccc12
  A: -4%; B: -18%[57.1 µM]; C: -2; D: -2%; E: 1%; F: ?; G: 1%; H: -3%; I: -3%

CCOc1cc(OCC)cc(C(=O)Nc2cccc(-c3nc4ccccc4[nH]3)c2)c1
  A: -12%; B: -11%; C: -5; D: ·; E: ?; F: -10%; G: ?; H: 4%; I: -2%

CC(C)(C)c1ccc(/C=N/OCC(=O)NCc2ccc(F)cc2)cc1
  A: -23%; B: 5%; C: 1; D: -11%; E: -18%; F: -29%; G: -1%; H: -18%; I: 7%

O=P(c1ccccc1)(c1ccccc1)C(O)c1ccncc1 (centres undefined)
  A: -7%; B: 4%; C: 0; D: -2%; E: -5%; F: -15%; G: ·; H: 8%; I: -8%

COCCCNC(=O)c1ccc2c(c1)OCO2
  A: 4%; B: -17%; C: 1; D: 6%; E: 1%; F: ?; G: 12%; H: -10%; I: -38%

CSc1nnc(-c2cccs2)n1-c1ccccc1
  A: 1%; B: -9%; C: -1; D: -2%; E: 19%; F: -8%; G: 9%; H: -9%; I: -15%

CCCOc1ccc(Br)cc1/C=N/NC(=O)c1cc(OC)c(OC)c(OC)c1
  A: 1%; B: 76%; C: 0; D: -2%; E: 1%; F: 3%; G: -7%; H: -13%; I: 0%

O=C1C2C3C=CC(C3)C2C(=O)N1/N=C/c1cn(Cc2ccc(F)cc2)c2ccccc12 (centres undefined)
  A: 0%; B: 5%; C: -5; D: -8%; E: -12%; F: 56%[activator]; G: 2%; H: -8%; I: 14%[11.4 µM]

Cc1cc(C)n(C(=O)CNC(=O)c2ccccc2Br)n1
  A: -4%; B: 32%; C: -11; D: 20%; E: 2%; F: 7%; G: -6%; H: -11%; I: -6%

CS(=O)(=O)c1ccccc1-c1nc(-c2ccc(C(F)(F)F)cc2)no1
  A: ?; B: ?; C: -2; D: -5%; E: -12%; F: -5%; G: 4%; H: -20%; I: -21%

COc1ccc2ccc(=O)oc2c1CC=C(C)C
  A: ?; B: 1%; C: 3; D: 1%&-4%; E: -5%[60.1 µM]; F: 5%; G: 6%; H: -23%; I: 11%

O=[N+]([O-])c1cc(F)cc(F)c1Nc1ccc(F)cc1
  A: ·; B: ·; C: -12; D: ·; E: -2%; F: -10%; G: -5%; H: 1%; I: 16%

Cn1c(=O)n(C)c2cc(S(=O)(=O)NCC(=O)O)ccc21
  A: -3%; B: -28%; C: -7; D: 1%; E: -12%; F: -13%; G: -5%; H: -10%; I: -19%

Cc1nn(Cc2cccc(C(=O)Nn3cc([N+](=O)[O-])cn3)c2)c(C)c1[N+](=O)[O-]
  A: 0%; B: 1%; C: -6; D: 0%; E: -10%; F: -9%; G: -4%; H: -14%; I: 16%

C/C(CS(=O)(=O)c1ccc(Cl)cc1)=N/NC(N)=S
  A: -1%; B: -1%; C: 6; D: -6%; E: 7%; F: -13%; G: 11%; H: -5%; I: -49%

Cc1sc(NC(=O)C2C3C=CC(C3)C2C(=O)O)c(C(N)=O)c1-c1ccc(C(C)C)cc1 (centres undefined)
  A: 3%; B: 3%; C: 5; D: 1%; E: -11%; F: -14%; G: 4%; H: -16%; I: 5%

CC1CCCCN1C(=O)/C=C/c1ccccc1[N+](=O)[O-] (centres undefined)
  A: ?; B: 2%; C: -1; D: 1%; E: 2%; F: -6%; G: 4%; H: -17%; I: 3%

COc1cc(Oc2ccccc2)nc(N)n1
  A: ·; B: ·; C: -9; D: ·; E: -8%; F: 229%[activator]; G: -6%; H: -9%; I: 27%

COc1ccc(-n2c(SCC(=O)Nc3nccs3)nc3c(c2=O)SC(C)C3)cc1 (centres undefined)
  A: -5%; B: 0%; C: 4; D: -4%; E: 5%; F: 16%; G: -4%; H: -8%; I: -25%

CCC/C(O)=N\S(=O)(=O)c1ccc(N=NN(C)C)cc1
  A: 2%; B: 80%; C: -7; D: 4%; E: 5%; F: 0%; G: 6%; H: -19%; I: -20%

CC/C(C)=N\Nc1nc(-c2cc3cc(OC)ccc3oc2=O)cs1
  A: -16%; B: -18%; C: 0; D: -4%; E: 1%; F: -16%; G: 9%; H: -14%; I: -17%

COc1ccc(Cl)cc1NC(=O)NN1CCN(C)CC1
  A: -6%; B: ?; C: -3; D: 13µM*; E: -1%; F: -17%; G: -3%; H: -18%; I: -6%

COc1ccc(S(=O)(=O)N2CCN(c3ccccn3)CC2)cc1OC
  A: -14%; B: 3%; C: -8; D: 2%; E: -1%; F: 9%; G: -4%; H: -6%; I: -11%

Whole records, looked up by structure.
CC1CCCCN1C(=O)/C=C/c1ccccc1[N+](=O)[O-] (centres undefined) is listed as Anesthetic bind = ?; POLB inh = 2%; LDHA block = -1; APE1 inh = 1%; POLK inh = 2%; 12-LOX inh = -6%; ERG-DNA inh = 4%; POLH inh = -17%; RGS4 inhibitor = 3%
COc1ccc(Cl)cc1NC(=O)NN1CCN(C)CC1 is listed as Anesthetic bind = -6%; POLB inh = ?; LDHA block = -3; APE1 inh = 13µM*; POLK inh = -1%; 12-LOX inh = -17%; ERG-DNA inh = -3%; POLH inh = -18%; RGS4 inhibitor = -6%
